CHO-K1 Ca antag: M1 antagonist counterscreen hit in parental CHO-K1 cells. ATP-induced calcium, Fluo-8 fluorescence. inhibition, % at 3 µM. hit rate 0.6% among 360,000;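 active = inhibition above a per-plate cutoff, the plate's mean sample inhibition plus 3 SD, cut at about 24% in these data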;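 note: 0% = DMSO plus EC80 ATP and 100% = DMSO alone without ATP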
CHRM4 agonist: agonists of human muscarinic M4 receptor (CHRM4); activation, % at 3 µM; hit rate 0.14% among 360,000; CHO-K1 hM4/Gqi5, Fluo-8 calcium fluorescence; vehicle 0%, full acetylcholine response 100%; AID 624127; P08173;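 active = activation above the run mean over all test wells plus 3 SD, cut at about 32% in these data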;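 note: peak over basal fluorescence ratio per well then scaled between controls; 0% = DMSO wells and 100% = acetylcholine at EC100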
Target sequence (P08173 whole entry, looked up): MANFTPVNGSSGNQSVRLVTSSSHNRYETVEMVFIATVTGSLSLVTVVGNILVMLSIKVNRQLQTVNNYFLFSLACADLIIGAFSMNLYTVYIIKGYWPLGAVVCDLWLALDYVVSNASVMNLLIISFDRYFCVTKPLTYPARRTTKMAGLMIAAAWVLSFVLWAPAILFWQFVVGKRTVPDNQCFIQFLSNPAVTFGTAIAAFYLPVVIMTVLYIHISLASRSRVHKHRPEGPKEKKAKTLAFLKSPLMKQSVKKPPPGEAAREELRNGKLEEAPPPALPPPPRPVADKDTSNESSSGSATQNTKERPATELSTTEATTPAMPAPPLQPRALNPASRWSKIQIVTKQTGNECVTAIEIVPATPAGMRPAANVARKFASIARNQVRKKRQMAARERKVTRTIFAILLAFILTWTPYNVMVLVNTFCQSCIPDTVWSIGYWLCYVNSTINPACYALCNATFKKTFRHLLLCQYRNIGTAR
M1 PAM parental: nonselective activator or artifact in parental CHO-K1 calcium assay; activation, % at 3 µM; ATP EC20, Fluo-8 calcium fluorescence; 0% at ATP EC20, 100% at ATP max; hit rate 0.02% among 360,000;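 active = activation above the run cutoff, the mean activation of all test compounds plus 3 SD, cut at about 40% in these data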;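 note: peak over basal fluorescence ratio in a 140 s read after ATP addition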
M5 PAM: potentiates acetylcholine response at human M5 receptor; CHO-K1 hM5, Fluo-8 calcium, ACh EC20 PAM; 0% = ACh EC20, 100% = ACh EC100; activation, % at 3 µM; hit rate 0.3% among 360,000;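 active = activation above the run cutoff, the mean activation of all test compounds plus 3 SD, cut at about 18% in these data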
Target sequence (P08912 whole entry, looked up): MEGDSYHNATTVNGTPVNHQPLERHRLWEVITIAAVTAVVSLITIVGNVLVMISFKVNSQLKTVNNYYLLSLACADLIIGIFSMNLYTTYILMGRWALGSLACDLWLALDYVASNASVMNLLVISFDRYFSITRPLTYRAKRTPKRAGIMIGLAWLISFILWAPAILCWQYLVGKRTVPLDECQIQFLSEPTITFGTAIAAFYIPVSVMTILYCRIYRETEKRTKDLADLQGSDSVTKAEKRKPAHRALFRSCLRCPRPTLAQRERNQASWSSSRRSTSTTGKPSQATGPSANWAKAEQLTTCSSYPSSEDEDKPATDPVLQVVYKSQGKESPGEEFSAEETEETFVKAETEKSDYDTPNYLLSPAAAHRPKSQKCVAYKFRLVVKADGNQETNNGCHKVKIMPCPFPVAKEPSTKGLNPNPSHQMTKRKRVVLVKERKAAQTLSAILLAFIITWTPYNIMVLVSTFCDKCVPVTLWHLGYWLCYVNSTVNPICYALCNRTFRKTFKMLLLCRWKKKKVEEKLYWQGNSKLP
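Probe or stimulus: acetylcholine, EC20 level; Assay system: human M5 receptor in CHO-K1 cells; Schedule: compound preincubation 140 s before EC20 acetylcholine addition; Technique: intracellular calcium via Fluo-8 fluorescence; Dosing: single-point, 3 µM nominal; Read-out basis: percent activation from peak-over-basal fluorescence ratio, scaled EC20-to-EC100 acetylcholine; Repeats: one well per compound, no replicates.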
M4 antag: blocks acetylcholine activation of human M4 receptor. P08173. inhibition, % at 3 µM. hit rate 0.73% among 360,000. CHO-hM4 cells, ACh EC80, Fluo-8 calcium fluorescence;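 active = inhibition above its plate's cutoff, the mean inhibition of sample wells plus 3 SD, cut at about 27% in these data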;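 note: 0% = acetylcholine EC80 with DMSO and 100% = DMSO without agonist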
CHRM5 agonist: CHRM5 agonism in calcium assay; activation, % at 3 µM; CHO-K1 hM5 cells, Fluo-8 calcium fluorescence; 0% DMSO wells, 100% maximal acetylcholine response; hit rate 0.19% among 360,000; P08912;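 active = activation above the run's mean over test compounds plus 3 SD, cut at about 23% in these data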;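 note: signal is peak over basal fluorescence ratio across the kinetic read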
M5 antag: blocks acetylcholine activation of human M5 receptor; P08912; CHO-hM5 cells, Fluo-8 calcium fluorescence, ACh EC80; inhibition, % at 3 µM; hit rate 0.59% among 360,000; AID 624040;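 active = inhibition above a per-plate cutoff, the mean of that plate's test compounds plus 3 SD, cut at about 27% in these data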;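 note: 0% = acetylcholine EC80 with DMSO and 100% = DMSO without agonist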
M4 PAM: potentiates acetylcholine response at human M4 receptor | AID 624126 | CHO-K1 hM4/Gqi5, Fluo-8 calcium fluorescence, ACh EC20; 0% = ACh EC20, 100% = maximal ACh | hit rate 0.4% among 360,000 | activation, % at 3 µM | P08173;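 active = activation above its plate's cutoff, the mean activation of sample wells plus 3 SD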; note: some results filed as inactive read as strong as hits
CHO-K1 Ca ag: M1 agonist counterscreen hit in parental CHO-K1 cells. Fluo-8 calcium fluorescence; scaled to maximal ATP response, vehicle zero. activation, % at 3 µM. hit rate 0.48% among 360,000; in the data active = activation above about 15%;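 note: untransfected CHO-K1 host cells lacking M1 receptor as counterscreen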
* = called active by the depositor.

1) Nc1nonc1-n1nnc(C(=O)O)c1-c1cccs1
2) COc1ccc(CCNC(=O)C2CCCN(C(=O)c3ccc(Cl)cc3)C2)cc1 (centres undefined)
3) COc1ccc(N2C(=O)CC(N(CCc3ccc(S(N)(=O)=O)cc3)C(=S)Nc3ccccc3)C2=O)cc1 (centres undefined)
4) Cc1ccn(CC(=O)NC2CCCN(Cc3ccccc3F)C2)n1 (centres undefined)
5) CCOCCCNC(=O)CSCc1nc(-c2ccc(SC)cc2)oc1C
Compound,1,2,3,4,5
CHO-K1 Ca antag,-4,-21,-13,-22,-1
CHRM4 agonist,0,0,0,1,1
M1 PAM parental,14,16,20,28,17
M5 PAM,0,0,4,2,1
M4 antag,-3,0,-5,1,-11
CHRM5 agonist,-2,-1,-8,0,-2
M5 antag,4,13,0,-6,-7
M4 PAM,4,9,7,-6,-1
CHO-K1 Ca ag,-0.2,1.0,0.4,-0.2,1.4

6) CC(C)(C)NC(=O)CN(C(=O)CNC(=O)c1cccs1)c1ccc2c(c1)OCCO2
7) Cc1ccc2c(c1)C1(SC(C)C(=O)N1c1ccc(Cl)cc1)C(=O)N2 (centres undefined)
8) O=S(=O)(O)c1nc2ccccc2n1Cc1ccc(Cl)cc1Cl
9) CCOc1ccc(N/C(N)=N/c2nc(C)cc(C)n2)cc1
10) O=C(NCc1ccccn1)c1cc(-c2ccc(Br)cc2)nc2ccccc12
Compound,6,7,8,9,10
CHO-K1 Ca antag,-23,0,-14,8,1
CHRM4 agonist,6,-2,5,50*,3
M1 PAM parental,21,12,25,-4,13
M5 PAM,-4,-23,0,-17,-10
M4 antag,-11,14,0,50*,-9
CHRM5 agonist,0,-8,3,16,-2
M5 antag,2,9,-3,39*,5
M4 PAM,5,-14,1,-19,-6
CHO-K1 Ca ag,2.3,1.6,2.6,17*,4.1

11) CCOC(=O)CNC(=O)CNC(=O)Cn1ccc2ccccc2c1=O
12) Cc1cc(N(C)NC(=S)Nc2ccccc2)nc(C)n1
13) O=C(Nc1ncc(Cc2cc(Cl)ccc2Cl)s1)c1ccc([N+](=O)[O-])cc1
14) CN(C)S(=O)(=O)N(Cc1ccc(Br)cc1)c1ccccc1
15) COC(=O)[C@]12CCCCC=C1N(Cc1ccc(Cl)cc1Cl)C(=O)[C@H](CC(=O)N1CCN(C(=O)C3CC3)CC1)C2
Compound,11,12,13,14,15
CHO-K1 Ca antag,8,-5,-23,-17,-11
CHRM4 agonist,0,0,1,1,23
M1 PAM parental,-3,2,24,17,9
M5 PAM,-5,-3,6,-11,-10
M4 antag,3,6,-8,-6,-2
CHRM5 agonist,-1,-1,0,-8,3
M5 antag,3,2,-8,4,8
M4 PAM,-1,4,2,-10,-8
CHO-K1 Ca ag,-0.2,0.2,1.0,0.2,8.6

16) COc1nccnc1NS(=O)(=O)c1ccc(NC(=S)NC(=O)c2ccc(F)cc2)cc1
17) COc1ccc(CN2CCN(C(C)C(=O)NC(C)c3ccc(F)cc3)CC2)cc1F (centres undefined)
18) O=S(=O)(/C=C/c1ccccc1)Nc1cccc(S(=O)(=O)NC2=NCCC2)c1
19) O=C(CN1CCN(S(=O)(=O)N2CCCCCC2)CC1)Nc1cc(Cl)ccc1Cl
20) Cc1ccc(Nc2nc3ccccc3nc2Nc2c(C)n(C)n(-c3ccccc3)c2=O)cc1
Compound,16,17,18,19,20
CHO-K1 Ca antag,-7,-9,-7,-16,1
CHRM4 agonist,1,1,1,1,1
M1 PAM parental,23,9,9,-15,12
M5 PAM,4,2,-9,-3,23*
M4 antag,-10,-3,6,5,-5
CHRM5 agonist,-3,-5,-2,-2,3
M5 antag,3,16,15,12,-11
M4 PAM,23,-7,7,-3,12
CHO-K1 Ca ag,1.0,1.4,-0.1,0.9,0.3

21) Cc1ccc(NC(=O)CCc2nc3ccccc3[nH]2)cc1C
22) Cc1cc(C)n(-c2ccc(NC(=O)C3CCCCN3C(=O)c3occc3C)cc2)n1 (centres undefined)
23) O=C(CSc1ccc2ccccc2n1)NCc1ccc2c(c1)OCO2
24) C/C(Cn1cnc([N+](=O)[O-])n1)=N\NC(=O)c1ccc(F)cc1
25) O=C(NCc1ccc(-c2csnn2)cc1)c1cccs1
Compound,21,22,23,24,25
CHO-K1 Ca antag,-14,-6,-1,-11,-11
CHRM4 agonist,2,3,12,0,2
M1 PAM parental,13,-3,-2,12,9
M5 PAM,1,-3,-14,4,6
M4 antag,3,-7,-2,0,-25
CHRM5 agonist,2,3,3,-7,-2
M5 antag,3,-8,14,1,-10
M4 PAM,7,-4,-6,-1,19
CHO-K1 Ca ag,0.8,1.9,2.8,1.0,1.4

26) Cc1cc(C)c(-n2c(SCC(=O)N3CCOCC3)n[nH]c2=O)c(C)c1
27) COc1ccc([N+](=O)[O-])cc1NC(=O)CC(C)c1ccccc1 (centres undefined)
28) COc1cccc(-c2csc(N3CCN(C(=S)Nc4ccc(Cl)cc4)CC3)n2)c1
29) CCOC(=O)Cc1csc(NC(=O)C(CC(C)C)NC(=O)C2CCCCC2)n1 (centres undefined)
30) CCc1cc2c(=O)oc(-c3ccc(Br)cc3)nc2s1
Compound,26,27,28,29,30
CHO-K1 Ca antag,-11,-3,3,-4,3
CHRM4 agonist,0,0,11,0,-1
M1 PAM parental,2,-6,3,5,-22
M5 PAM,2,-7,-7,5,9
M4 antag,-7,5,-1,4,-3
CHRM5 agonist,0,-8,2,2,-3
M5 antag,-3,11,13,14,-1
M4 PAM,-2,-1,3,-9,5
CHO-K1 Ca ag,0.5,-0.3,3.9,-0.3,-0.2

31) O=C(C1CCN(Cc2ccc(Cl)cc2)CC1)N1CCN(C(c2ccccc2)c2ccccc2)CC1
32) CN(C(=O)COC(=O)CNC(=O)CNC(=O)c1ccc(Cl)cc1Cl)c1ccccc1
33) CC(=O)Nc1ccc(C(=S)NCc2ccco2)cc1
34) COc1ccccc1NC(=O)c1[nH]c(C)c(C(C)=O)c1C
35) C[C@@H](C(=O)Nc1ccccc1N1CCOCC1)N1C(=O)C2CCCCC2C1=O (some centres undefined)
Compound,31,32,33,34,35
CHO-K1 Ca antag,-2,1,2,-2,5
CHRM4 agonist,0,0,1,6,1
M1 PAM parental,-4,9,17,5,-15
M5 PAM,-19,0,-5,-8,6
M4 antag,74*,8,-12,-4,-5
CHRM5 agonist,-8,-3,0,-3,2
M5 antag,44*,9,-4,4,7
M4 PAM,-18,0,3,6,11
CHO-K1 Ca ag,0.8,-0.1,0.0,0.5,0.1

36) S=c1[nH]nc(-c2ccco2)n1/N=C/c1ccc(Cl)cc1
37) COc1ccc(COc2cc(-c3cccc(OC)c3)nc3ccc(NC(=O)c4ccc(C)cc4)cc23)cc1
38) CCOCCCNC(=O)C(NC(=O)c1ccccc1O)c1ccc(C)cc1 (centres undefined)
39) O=C(O)c1ccc(-n2ncc3c2/C(=C/c2cccc([N+](=O)[O-])c2)CC3)cc1
40) COc1cccc(NC(=O)C2C3C=CC(C3)C2C(=O)O)c1 (centres undefined)
Compound,36,37,38,39,40
CHO-K1 Ca antag,-4,-6,-3,-16,-12
CHRM4 agonist,0,4,1,1,0
M1 PAM parental,25,8,4,31,15
M5 PAM,0,-3,-3,-1,-4
M4 antag,-6,8,-6,-12,-4
CHRM5 agonist,-1,4,-5,-3,0
M5 antag,2,2,2,11,6
M4 PAM,14,-1,15,15,6
CHO-K1 Ca ag,-0.7,2.5,1.6,1.7,0.4

Reprinted: compounds 35 to 38
35) C[C@@H](C(=O)Nc1ccccc1N1CCOCC1)N1C(=O)C2CCCCC2C1=O (some centres undefined)
36) S=c1[nH]nc(-c2ccco2)n1/N=C/c1ccc(Cl)cc1
37) COc1ccc(COc2cc(-c3cccc(OC)c3)nc3ccc(NC(=O)c4ccc(C)cc4)cc23)cc1
38) CCOCCCNC(=O)C(NC(=O)c1ccccc1O)c1ccc(C)cc1 (centres undefined)
Compound,35,36,37,38
CHO-K1 Ca antag,5,-4,-6,-3
CHRM4 agonist,1,0,4,1
M1 PAM parental,-15,25,8,4
M5 PAM,6,0,-3,-3
M4 antag,-5,-6,8,-6
CHRM5 agonist,2,-1,4,-5
M5 antag,7,2,2,2
M4 PAM,11,14,-1,15
CHO-K1 Ca ag,0.1,-0.7,2.5,1.6

Next section:
41) CCCOc1ccc(C(CC(=O)O)NS(=O)(=O)c2ccc(NC(C)=O)cc2)cc1 (centres undefined)
42) O=C(Nc1ccccc1)NC1CS(=O)(=O)CC1O (centres undefined)
43) CCc1ccc(-n2c(C)n[nH]c2=S)cc1
44) CC(C)NCC(O)COc1ccc(Br)cc1 (centres undefined)
45) FC(F)(F)c1ccc(N/N=C/c2cccnc2)nc1
Compound,41,42,43,44,45
CHO-K1 Ca antag,1,1,-4,-5,0
CHRM4 agonist,1,0,0,1,2
M1 PAM parental,18,2,18,15,-12
M5 PAM,-3,-3,5,-1,0
M4 antag,-2,-12,0,13,-10
CHRM5 agonist,-9,5,4,0,-2
M5 antag,-3,-1,6,3,5
M4 PAM,3,19,7,-7,1
CHO-K1 Ca ag,0.1,-0.2,0.2,0.6,0.3

46) CC1CN(C(=O)COC(=O)c2cccs2)CC(C)O1 (centres undefined)
47) CCOC(=O)N1CCC(NC(=O)CS(=O)Cc2nc(-c3ccccc3C)oc2C)CC1 (centres undefined)
48) CCC(=O)NC(c1cccs1)c1cc(Cl)c2cccnc2c1O (centres undefined)
49) C[C@H](CO)N1C[C@H](C)[C@@H](CN(C)C(=O)Nc2ccc3c(c2)OCO3)Oc2c(NC(=O)c3ccncc3)cccc2C1=O
50) Cc1c(Cl)cccc1Nc1nc(NCCO)c2ccccc2n1
51) Cc1cc(C)cc(CSCC(=O)NN=C2CCCCCC2)c1
52) O=C(Cc1cn2ccsc2n1)NCc1ccccc1
53) O=C(Cc1cccs1)NCC1CCCO1 (centres undefined)
Compound,46,47,48,49,50,51,52,53
CHO-K1 Ca antag,8,-11,-14,-17,-2,-16,-12,-7
CHRM4 agonist,0,3,1,5,5,0,1,2
M1 PAM parental,-1,9,-2,7,11,23,20,-5
M5 PAM,7,-4,10,-4,3,-2,-1,-1
M4 antag,-6,4,1,5,-10,2,-9,-8
CHRM5 agonist,0,2,-4,4,3,-4,-2,1
M5 antag,-2,4,0,9,0,-3,4,3
M4 PAM,-4,-1,7,0,-4,-1,16,6
CHO-K1 Ca ag,0.0,5.7,1.5,0.7,4.1,0.5,0.1,0.4
